ABHD5 PLIN5 PPI = blocks binding of human ABHD5 to perilipin-5. Split G. princeps luciferase complementation, luminescence, 4 h. inhibition, % at 4 µM. hit rate 0.78% among 360,000. AID 602281;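 active = inhibition above the mean inhibition across every tested compound plus 3 SD, cut at about 22% in these data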;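 also: 0% = DMSO only wells and the 100% control is not disclosed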
Target sequence (Q00G26 whole entry, looked up): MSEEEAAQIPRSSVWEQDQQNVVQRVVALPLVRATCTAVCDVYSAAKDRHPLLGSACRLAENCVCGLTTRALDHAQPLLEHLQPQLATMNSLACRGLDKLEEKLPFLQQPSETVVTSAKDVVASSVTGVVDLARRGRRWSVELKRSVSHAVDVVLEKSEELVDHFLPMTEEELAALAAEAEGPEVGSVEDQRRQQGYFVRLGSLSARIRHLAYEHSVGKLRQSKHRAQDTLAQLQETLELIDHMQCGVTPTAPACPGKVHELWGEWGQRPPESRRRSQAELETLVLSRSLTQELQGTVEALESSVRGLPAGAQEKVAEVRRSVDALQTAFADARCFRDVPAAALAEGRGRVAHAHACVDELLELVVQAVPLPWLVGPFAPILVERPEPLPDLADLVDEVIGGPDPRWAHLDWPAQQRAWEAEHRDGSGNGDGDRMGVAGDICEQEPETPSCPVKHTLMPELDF
Target sequence (Q8WTS1 whole entry, looked up): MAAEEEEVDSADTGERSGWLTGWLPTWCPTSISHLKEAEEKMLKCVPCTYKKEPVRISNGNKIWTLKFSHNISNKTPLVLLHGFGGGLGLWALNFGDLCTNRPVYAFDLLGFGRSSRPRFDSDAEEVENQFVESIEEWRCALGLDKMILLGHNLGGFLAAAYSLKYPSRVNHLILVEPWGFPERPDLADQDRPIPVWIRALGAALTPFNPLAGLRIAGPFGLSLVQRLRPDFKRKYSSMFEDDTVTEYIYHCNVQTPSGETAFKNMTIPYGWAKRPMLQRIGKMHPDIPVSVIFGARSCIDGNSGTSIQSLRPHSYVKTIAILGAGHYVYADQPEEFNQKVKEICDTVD
aDG glyco act = increases alpha dystroglycan glycosylation; activation, % at 10 µM; AID 624168; Pro5-aDG cells, alpha-DG glycosylation AlphaScreen (IIH6); 0% Pro5, 100% B10-LARGE cell signal; hit rate 0.22% among 360,000;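 active = activation of at least 8% versus controls, or a plate z-score of at least 8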;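 also: Pro5 are CHO cells carrying HIG-tagged alpha-DG that lacks glycosylation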
ABCB6 inh MLPCN = blocks the human ABCB6 transporter. K562-ABCB6 porphyrin accumulation, flow cytometry, 1 h; active compounds read low. Q9NP58. hit rate 0.19% among 360,000. fluorescence ratio to DMSO, % at 10 µM;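 active = fluorescence ratio to DMSO below 75%, the collection mean minus 3 SD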;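 also: signal is porphyrin accumulated inside mitochondria; 100% equals median channel fluorescence of DMSO control wells; lower ratio means ABCB6 inhibition with less porphyrin fluorescence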
Glyco luc inh = N-linked glycosylation inhibition. D54 ERlucT glycosylation luciferase reporter, 24 h; percent of 100 nM tunicamycin response. reporter increase, % at 12.5 µM. hit rate 0.23% among 360,000;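 active = mean luciferase reporter signal, scaled so untreated is 0 and the glycosylation-blocking control 100, at or above a set limit in every replicate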;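 also: luciferase carries N-glycosylation sites so blocking glycosylation raises the light; 0% = median of neutral control wells and 100% = median of 100 nM tunicamycin wells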
MC4R antag cAMP = human MC4R antagonism in cAMP assay; P32245; MC4R-expressing cells, MTII-stimulated cAMP, LANCE TR-FRET; inhibition, % at 6.5 µM; hit rate 0.48% among 360,000;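 active = inhibition above its plate's cutoff, the mean of tested wells on that plate plus 3 SD, cut at about 29% in these data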;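 also: 0% = Melanotan II alone and 100% = Melanotan II plus saturating MCL0020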
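System – human MC4R-expressing U2OS cells · Also added – Melanotan II · Dosing – one concentration, 6.5 µM nominal · Timing – 30-min compound, 1-h challenge, 1-h detection, room temperature · Measured by – Eu-cAMP/anti-cAMP TR-FRET, emission 671 nm · Replicates – singlicate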
TLR9-MyD88 block = TLR9-MyD88 interaction inhibition | CHO BLA complementation TLR9-MyD88, CCF4 FRET ratio | inhibition, % at 4.98 µM | hit rate 0.21% among 340,000 | AID 504734;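 active = inhibition above the mean over all tested compounds plus 3 SD, cut at about 21% in these data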;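 also: 0% = DMSO only wells and 100% = clavulanate BLA inhibitor control wells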
Vif inh = HIV Vif inhibition; HEK293T cells, Vif self-association by quenched fluorescence, imaging, 24 h; inhibition, % at 7.49 µM; hit rate 0.35% among 340,000; AID 602346; in the data active = inhibition above about 50%, passing the limit was not always enough; also: some results filed as inactive read as strong as hits
MC4R ag barr = agonists of human melanocortin 4 receptor (MC4R) beta-arrestin. U2OS MC4R beta-arrestin complementation, luminescence; percent of melanotan II response, DMSO zero. activation, % at 8.9 µM. hit rate 0.98% among 360,000. AID 540308;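 active = activation above a per-plate cutoff, the mean activation of sample wells on that plate plus 3 SD, cut at about 8% in these data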
Granule exo inh = blocks lytic granule exocytosis; hit rate 0.66% among 360,000; TALL-104 LAMP-1 surface exposure, flow cytometry; cells stimulated with thapsigargin and PMA; inhibition, % at 10 µM;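 active = inhibition above about 55%, limit read from the data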
NOD2 RIPK2 PPI = inhibitors of human NOD2-RIPK2 interaction. O43353. CHO BLA complementation NOD2-RIPK2, CCF4 ratio. inhibition, % at 4.98 µM. hit rate 0.38% among 360,000. AID 624267; in the data active = inhibition above about 21%;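 also: 0% = vehicle only and 100% = reference blocker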
* = called active by the depositor; / = not tested or not shown. These rows are one share of the data; the hit share may differ from the screen's.

Granule exo inh,ABCB6 inh MLPCN,Glyco luc inh,MC4R antag cAMP,Vif inh,MC4R ag barr,ABHD5 PLIN5 PPI,aDG glyco act,NOD2 RIPK2 PPI,TLR9-MyD88 block,molecule
2,90,1,-5,0,-0.1,4,-0.1,4,-3,CCCCN(C)C(=O)c1cc2c(s1)-c1ccccc1S(=O)(=O)C2
4,99,1,-5,/,0.3,4,0.1,-13,4,CC(=O)N1CCc2cc(S(=O)(=O)Nc3ccccc3N3CCN(C)CC3)ccc21
1,97,2,3,1,-1.7,-7,-0.1,3,-1,O=C(NCc1cccnc1)C(=O)NCC1OCCCN1S(=O)(=O)c1ccc(Cl)cc1 (configuration not stated)
1,91,-2,-3,-7,-1.3,-4,0.1,-2,6,O=C(CCn1c(=S)oc2ccccc21)Nc1cc([N+](=O)[O-])ccc1F
0,91,-1,1,-4,-0.8,0,0.0,3,5,O=C(Nc1cccc(S(=O)(=O)NC2=NCCC2)c1)c1ccccc1F
0,88,-2,6,-2,2.7,1,0.4,-6,-2,CC(C)(CN1CCCCC1)NS(=O)(=O)c1ccc(Cl)cc1
-1,96,1,6,-6,-3.6,-1,0.7,0,-3,O=C(COc1ccc(C(=S)N2CCCC2)cc1)Nc1ccccc1C(F)(F)F
-6,91,1,-3,5,0.0,-4,-0.2,4,/,CC1(Cc2cccc(C#N)c2)C(=O)Nc2c(Cl)cccc21 (configuration not stated)
2,104,1,1,-2,-0.2,-5,0.2,-5,-3,CCOC(=O)c1[nH]c(C)c(C(=O)NC)c1C
-5,95,-1,-9,6,-1.5,2,-0.4,-1,-2,CN(Cc1nc(-c2ccc3c(c2)OCO3)no1)CC1(N2CCOCC2)CCCCC1
8,100,-3,7,0,2.0,4,0.5,-6,-4,Cc1ccc(S(=O)(=O)N(C)C[C@@H]2OCc3ccccc3-c3c(n(C)c4ccccc34)C(=O)N([C@H](C)CO)C[C@@H]2C)cc1
-2,100,-2,5,0,-0.9,4,2.3,-15,-5,CCn1cc(C2=NC(c3ccccc3)CO2)c2ccccc21 (configuration not stated)
-6,102,-1,7,4,1.3,3,-0.1,-8,-4,CC(C)[C@H](NS(=O)(=O)c1cccc(Cl)c1)C(=O)OCC(=O)NC(=O)CN1CCCC1=O
24,105,-5,3,14,0.1,-4,0.5,10,7,CC1CCCCN1CCNC(=O)c1ccc2c(c1)N(Cc1ccccc1)C(=O)c1ccccc1S2(=O)=O (configuration not stated)
-1,102,1,20,1,2.1,-13,-0.1,-14,-5,Cc1ccc(NC(=O)C2CC(=O)N(C(C)C)C2)cc1C (configuration not stated)
-4,98,2,12,1,-1.9,3,0.0,-1,8,COCC(N)(c1ccccc1)c1nc2ccccc2n1C (configuration not stated)
-2,100,3,-3,/,-0.5,-7,-0.1,3,1,COc1cc(OC)c(N2CC34C=CC(O3)C(C(=O)O)C4C2=O)cc1Cl (configuration not stated)
-14,98,1,-2,1,-0.1,4,0.2,-19,4,CCCNC(=O)C1(CC2CC(c3ccccc3)=NO2)CCN(C(=O)c2ccccc2)CC1 (configuration not stated)
-8,99,0,-4,-2,0.4,2,-0.1,-11,7,Cc1ccc(C)c(NC(=O)CSc2nncn2C)c1
-4,98,5,0,-1,-1.2,5,-0.1,-28,0,COc1ccc(C(=O)O)cc1S(=O)(=O)N1CCN(c2ccccn2)CC1
1,100,-3,-2,/,-1.5,-15,0.1,-2,-1,COC(=O)[C@]1(Cc2ccccc2)N[C@H](CN(C)C(=O)c2ccc(C(C)(C)C)cc2)[C@@H]2C(=O)N(Cc3ccccc3)C(=O)[C@@H]21
-6,105,1,25,4,-0.6,0,0.0,-6,3,COc1cccc(N(CC(=O)NC2CCCC2)C(=O)CCC(=O)Nc2nccs2)c1
-4,93,1,-13,1,-1.5,6,-0.1,-13,2,Cc1c(C(=O)O)sc2nc(/C=C/c3cccc(O)c3)[nH]c(=O)c12
8,95,-1,9,-14,-3.0,0,0.1,3,3,O=C(Cc1ccc(Br)cc1)N1CCc2ccccc2C1
0,105,0,8,2,0.8,1,0.1,10,-1,COc1cc(/C=N/O)cc(Br)c1OCC(=O)NCc1ccccc1
-1,105,1,-5,-1,-3.1,3,0.1,-3,9,Cc1ccc(-c2cc(C(=O)Nc3ccc(S(=O)(=O)Nc4nc(C)cc(C)n4)cc3)c3ccccc3n2)cc1
4,89,1,-3,-1,-3.6,-1,0.2,-1,-12,Cc1ccc(S(=O)(=O)NCC(=O)N2CCN(c3ccc(F)cc3)CC2)cc1
2,100,-1,10,8,-1.2,4,-0.1,3,-2,CCOC(=O)Cc1csc(NS(=O)(=O)c2ccc([N+](=O)[O-])cc2)n1
0,116,-2,20,-9,0.3,-1,-0.1,11,6,O=C(COC(=O)CCC(NC(=O)OCc1ccccc1)C(=O)OCC(=O)Nc1ccccc1)Nc1ccccc1 (configuration not stated)
1,93,2,10,-4,-2.2,-1,0.1,-8,-3,CCn1nc(CC(=O)Nc2ccc(-n3cnnn3)c(OC)c2)c2ccccc2c1=O
6,101,-1,5,-13,-2.6,4,0.1,0,8,Cc1cc(NC(=O)C(C)SCC(=O)Nc2cc(Cl)ccc2N2CCN(C)CC2)no1 (configuration not stated)
14,103,-1,-1,5,-0.5,-2,0.4,4,4,CC1(c2nnc(-c3ccc(Cl)cc3)o2)CC(c2ccc([N+](=O)[O-])cc2)=NO1 (configuration not stated)

Part of the list above in order of SMILES length, rising.
Granule exo inh,ABCB6 inh MLPCN,Glyco luc inh,MC4R antag cAMP,Vif inh,MC4R ag barr,ABHD5 PLIN5 PPI,aDG glyco act,NOD2 RIPK2 PPI,TLR9-MyD88 block,molecule
0,105,0,8,2,0.8,1,0.1,10,-1,COc1cc(/C=N/O)cc(Br)c1OCC(=O)NCc1ccccc1
14,103,-1,-1,5,-0.5,-2,0.4,4,4,CC1(c2nnc(-c3ccc(Cl)cc3)o2)CC(c2ccc([N+](=O)[O-])cc2)=NO1 (configuration not stated)
0,116,-2,20,-9,0.3,-1,-0.1,11,6,O=C(COC(=O)CCC(NC(=O)OCc1ccccc1)C(=O)OCC(=O)Nc1ccccc1)Nc1ccccc1 (configuration not stated)

Next section:
Granule exo inh,ABCB6 inh MLPCN,Glyco luc inh,MC4R antag cAMP,Vif inh,MC4R ag barr,ABHD5 PLIN5 PPI,aDG glyco act,NOD2 RIPK2 PPI,TLR9-MyD88 block,molecule
1,97,-2,2,3,-0.9,2,-0.2,-2,-7,Cc1onc(-c2c(F)cccc2Cl)c1C(=O)NC1=NCCS1
2,101,15,-6,/,5.2,-6,-0.1,-14,0,COc1ccccc1-c1cc(C(=O)Nc2cc(C)on2)no1
4,99,2,4,0,1.2,7,-0.3,-21,3,CC(C)C[C@H](NC(=O)OC(C)(C)C)C(=O)N[C@@H](CO)[C@H](O)[C@@H]1C[C@@H]1C(=O)NC1CC1
-7,99,0,/,-7,/,1,-0.3,1,/,CC(C)Cc1ccc(CN2C(C(C)C)C(=O)N(Cc3cn(CCC4OCCO4)nn3)CCS2(=O)=O)cc1 (configuration not stated)
-2,98,-1,/,/,/,-5,-0.1,-10,/,O=S1(=O)CC(N2CC=CC2)CN1C1CCCCC1 (configuration not stated)
-2,98,-3,9,-4,-1.8,11,0.1,7,2,CN1CCN(C(=O)C2=C[C@H](c3csc4ccccc34)C[C@H](OCc3ccc(CO)cc3)O2)CC1
4,104,4,0,20,-1.9,18,0.0,-9,2,Clc1ccc2c(c1)[C@H]1OCC[C@H]1[C@@H](c1ccco1)N2
-4,94,-2,0,2,-2.3,-3,-0.2,5,-1,O=C(CSC(=S)N1CCOCC1)Nc1ncc2c(n1)CC(c1ccco1)CC2=O (configuration not stated)
8,102,0,9,5,-2.9,2,0.0,4,8,CCN1C(=O)N(C)[C@@H](c2ccccc2)C(C(=O)OC)=C1C
-2,102,1,22,-5,-3.8,-3,0.2,2,11,CCc1ccc(N2CC(C(=O)OCC(=O)Nc3ccccc3C)CC2=O)cc1 (configuration not stated)
-3,97,-2,1,-9,-1.5,0,0.2,-13,1,Cc1ccc(-c2nnn(CC(=O)N(c3ccccc3F)C(C(=O)NCC3CCCO3)c3c[nH]c4ccccc34)n2)cc1 (configuration not stated)
28,98,2,-1,-3,0.1,-6,-0.4,6,12,CSC(=S)N/N=C/c1ccccc1
-4,101,2,1,0,-1.0,2,-0.1,-9,7,O=C(O)C1CCCCC1C(=O)NCCc1ccncc1 (configuration not stated)
-1,99,1,20,-2,0.3,-1,0.0,3,-4,O=C(Cn1ncc2c1-c1ccccc1OC2)N1CCN(Cc2ccccc2)CC1
12,101,-20,13,/,6.4,-4,-0.2,-4,-4,NC1=NC[C@@H](CC2CCCCC2)N1CCc1cc(C(F)(F)F)cc(C(F)(F)F)c1
-7,100,1,3,20,0.0,-3,0.2,-9,-1,O=C1CCCCN1CCC(=O)N1CCCC(N2CCN(c3ccccc3)CC2)C1 (configuration not stated)
10,97,1,4,/,0.8,0,0.0,-9,-7,CC(=O)N1CCCN(C(=O)c2cc(COc3c(F)cccc3F)on2)CC1
0,102,-1,5,21,-2.4,6,-0.2,-10,-3,CC(C)S(=O)(=O)c1cnc(N2CCOCC2)nc1N
-1,95,-1,6,-5,0.2,1,0.1,-5,-3,CS(=O)(=O)c1ccccc1C(=O)Nc1nc2ccccc2[nH]1
-2,95,-11,0,-23,-3.7,0,0.6,0,-1,O=C(O)c1ccc(N=Nc2c(O)ccc3ncccc23)cc1
7,125,-2,-1,-17,-1.1,6,-0.1,-1,2,COc1ccc2c(c1)c(C(O)CN1CCN(Cc3ccc4c(c3)OCO4)CC1)c(C)n2C (configuration not stated)
0,99,-1,-12,6,0.6,14,-0.1,5,-7,COc1cc(/C=N/NC(N)=O)ccc1OCC(=O)Nc1ccc(C)c(C)c1
-1,102,1,-6,7,2.7,14,1.1,-5,0,CCCCC(=O)Nc1ccc(C(=O)NCc2ccncc2)cc1
-1,90,0,-1,-3,0.0,0,-0.3,-4,4,CC(=O)Nc1cccc(OCC(=O)Nc2ccccc2)c1

Compound activity (PubChem BioAssay)
